From PubChem BioAssay
Tat export inh: E. coli Tat export inhibitors, primary screen, MC4100, TorA-mCherry reporter, fluorescence, single point. inhibition, % at 10 µM. 340,000 compounds, 0.036% hits;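 active means mean replicate inhibition at least 50% and at least half of replicates individually reaching 50%; inconclusive means only one of the two criteria met; inactive means neither criterion met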;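 further: exported cargo escapes ClpAP degradation while cytoplasmic cargo is degraded and loses fluorescence; 0% = median of neutral control wells and 100% = median of NaSCN control wells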
V-ATPase pH: regulators of yeast V-ATPase proton pumping, primary screen, pHLuorin cytosolic pH fluorescence; S. cerevisiae; response, % at 10 µM; 350,000 compounds, 0.37% hits; in the data active means response mostly above about 7.3%, no sharp cut-off; inactive means mostly below about 5.4%; further: actives read high; inactives centre near 0; some compounds called inactive have numbers as strong as hits
Wnt act: Wnt/beta-catenin pathway activators, primary screen, cell-based, plate reader, single point; Wnt/beta-catenin reporter cell assay, activator; activation, % at 9.35 µM; 300,000 compounds, 1.2% hits; AID 743398, 2014; in the data active means activation above about 30%, passing the limit was not always enough; inconclusive means no clear call, values can overlap the other calls;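 further: 0% = neutral control wells and 100% = positive control wells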
CAL PDZ FP-1: CAL PDZ peptide-binding inhibitors, primary screen, biochemical, fluorescence polarization, Cer-tagged CAL PDZ, HTS; purified CAL PDZ, TMR-peptide fluorescence polarization, 1 h; inhibition, % at 20 µM; 330,000 compounds, 0.02% hits; AID 504414, 2011; Golgi-associated PDZ and coiled-coil motif-containing protein (Homo sapiens), Q9HD26;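 active means highest replicate inhibition of at least 40%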;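 further: plate controls were DMSO neutral control wells for no effect and unlabeled competitor peptide control wells for full effect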
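material = purified tagged CAL PDZ domain construct (CerCALP) | buffer or medium = sodium phosphate/NaCl buffer pH 7.4 with TCEP, IgG, Thesit | reagent = TMR-labelled reporter peptide T*-PRC34 bound in PDZ groove | incubation = 1 h room-temperature incubation prior to read | measured by = fluorescence polarization (mP) | evaluation = percent inhibition from loss of millipolarization | control set = unlabelled peptide and DMSO controls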
Rtt109 Vps75: inhibitors of C. albicans Rtt109/Vps75 HAT, primary screen, biochemical, ThioGlo CoA-SH fluorescence, plate reader. AID 540336, 2011. Histone acetyltransferase RTT109 (Candida albicans (strain SC5314 / ATCC MYA-2876)), …. 330,000 compounds, 0.16% hits. inhibition, % at 34.9 µM. purified Rtt109/Vps75, 4 h;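 active means inhibition of at least 50% in every replicate; inconclusive means best replicate reaches 50% inhibition but some replicates fall short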
Target sequence (Q5AAJ8 whole entry, looked up): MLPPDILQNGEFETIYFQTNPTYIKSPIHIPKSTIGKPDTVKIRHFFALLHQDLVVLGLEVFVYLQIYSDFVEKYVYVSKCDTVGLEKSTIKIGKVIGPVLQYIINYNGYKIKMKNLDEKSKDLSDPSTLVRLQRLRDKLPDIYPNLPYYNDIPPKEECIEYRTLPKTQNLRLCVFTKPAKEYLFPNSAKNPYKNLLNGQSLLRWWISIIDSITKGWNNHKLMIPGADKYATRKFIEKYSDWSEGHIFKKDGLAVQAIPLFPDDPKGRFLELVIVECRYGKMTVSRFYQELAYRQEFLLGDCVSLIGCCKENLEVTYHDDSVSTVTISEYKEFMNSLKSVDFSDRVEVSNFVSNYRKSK
RTF Ca sens act: cardiac RTF calcium sensitivity activators, primary screen, biochemical, IANBD-TnC fluorescence, EC20 calcium; AID 493008, 2010; activation, % at 7.2 µM; IANBD-labeled TnC RTF fluorescence at EC20 calcium; 0% EC20 calcium, 100% full calcium; 340,000 compounds, 0.24% hits; Troponin I, cardiac muscle (Homo sapiens) + Troponin T, cardiac muscle (Homo sapiens) + …;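 active means activation above the mean over all tested compounds plus 3 SD, cut at about 30% in these data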;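 further: rise in fluorescence read as greater calcium sensitivity of cardiac thin filaments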
MITF act: activators of MITF-driven TRPM1 promoter reporter, primary screen, cell-based, SK-MEL-5, luciferase, single point | SK-MEL-5 TRPM1-promoter luciferase, 24 h; % of positive control, neutral wells = 0 | activation, % at 12.5 µM | 300,000 compounds, 0.75% hits;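 active means mean activation of at least 80% with every replicate also reaching 80%; inconclusive means mean reaches 80% but some replicate falls short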;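 further: 0% = neutral control wells and 100% = parthenolide positive control wells; values of inactives mirror those of a sister screen read the other way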
CDK5 inh: inhibitors of human CDK5/p35 kinase, primary screen, biochemical, single concentration | 330,000 compounds, 0.01% hits | Recombinant CDK5/p35, ADP-Glo luminescence, 60 min | inhibition, % at 10 µM | Cyclin-dependent kinase 5 (Homo sapiens) + Cyclin-dependent kinase 5 activator 1 (Homo …;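 active means highest replicate inhibition of at least 50% and at least 75% of replicates reaching 50%; inconclusive means only one of the two criteria met; inactive means both criteria failed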;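 further: plate controls were DMSO neutral control for no effect and GW8510 at 10 µM for full effect; many of its hits are not listed in these tables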
CAL PDZ FP-2: untagged CAL PDZ binding inhibitors, primary screen, biochemical, fluorescence polarization, HTS. Golgi-associated PDZ and coiled-coil motif-containing protein (Homo sapiens), Q9HD26. 300,000 compounds, 0.92% hits. inhibition, % at 24.9 µM. purified CAL PDZ, TMR-peptide fluorescence polarization, 1 h. AID 602252, 2012;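 active means mean inhibition of at least 30% with at least half of replicates also reaching 30%; inconclusive means no clear call, values can overlap the other calls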;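 further: 0% = DMSO neutral control and 100% = excess unlabeled competitor peptide PRC23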
dFosB act: activators of delta FosB homodimer, primary screen, biochemical, fluorescence polarization, TAMRA-CDK5 oligo, single point; activation, % at 25 µM; AID 493131, 2011; 340,000 compounds, 0.99% hits; Protein FosB (Mus musculus), P13346; purified delta FosB; percent of positive-control signal above neutral wells;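 active means mean activation above about 17%, with every replicate also reaching it, limit read from the data, passing the limit was not always enough; inconclusive means only one of the two conditions met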;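 further: fluorescence polarization rise as delta FosB binds a TAMRA Cdk5 AP-1 oligo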
Target sequence (P13346 whole entry, looked up): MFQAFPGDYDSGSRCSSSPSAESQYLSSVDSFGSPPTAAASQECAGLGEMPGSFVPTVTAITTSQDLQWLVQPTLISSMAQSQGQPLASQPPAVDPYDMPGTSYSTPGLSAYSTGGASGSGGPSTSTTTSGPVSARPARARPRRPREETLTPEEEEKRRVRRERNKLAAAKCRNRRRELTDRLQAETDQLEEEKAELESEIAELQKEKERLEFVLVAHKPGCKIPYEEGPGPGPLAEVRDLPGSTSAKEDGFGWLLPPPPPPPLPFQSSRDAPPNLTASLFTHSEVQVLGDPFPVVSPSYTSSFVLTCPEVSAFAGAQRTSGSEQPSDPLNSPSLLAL
* = called active by the depositor; ? = inconclusive; · = not tested or not shown.

SMILES	Tat export inh	V-ATPase pH	Wnt act	CAL PDZ FP-1	Rtt109 Vps75	RTF Ca sens act	MITF act	CDK5 inh	CAL PDZ FP-2	dFosB act
Cc1nnc(SCc2cccc3ccccc23)n(N)c1=O	2	3	-1	-1.1	1	0	6	-0.1	-1	-1
COc1ccccc1CN1CC(C(=O)NCCN(C)CCc2ccccc2)CCC1=O (configuration not stated)	0	-7	-1	-2.7	34	-3	6	-1.0	1	-7
O=C(NC1CCCCC1)C1CC(=O)N(CCc2ccc(F)cc2)C1 (configuration not stated)	13	3	1	-1.8	-5	0	-1	0.2	-1	-1
CCOc1ccccc1-c1nnc(SCC(=O)NC2(C#N)CCCC2)o1	0	2	1	-0.1	-6	0	-25	0.5	-1	-1
CN(C(=O)C1CCCCN1S(=O)(=O)c1ccccc1)c1ccccc1 (configuration not stated)	-3	1	4	0.1	3	-3	15	0.8	-2	1
O=C(CSc1nc(O)c(-c2ccccc2)c(=O)[nH]1)N1CCOCC1	3	4	-1	0.8	5	2	-4	-0.6	1	8
CC(C)CCN1C(=O)c2ccc(C(=O)Nc3cc(C(=O)O)cc(C(=O)O)c3)cc2C1=O	-1	-3	0	0.2	-6	1	-7	0.1	33*	-9
CC(C)C(=O)NC(C)C(c1cccs1)N1CCN(c2ccccc2)CC1 (configuration not stated)	-1	-10	-4	-1.9	41	-10	1	4.0	-2	-11
Cc1ccc(NC(=O)COC(=O)c2ccc3c(c2)OCCO3)cc1S(=O)(=O)N1CCOCC1	-8	0	0	-1.8	-2	3	-9	-2.2	-4	-10
CCOc1ccc(CCNC(=O)COC(=O)C2CC2)cc1OCC	5	0	-1	-0.2	-3	-5	2	1.5	·	-2
C=CCn1c(SCC(=O)Nc2sc(C)c(C)c2C(=O)OCC)nnc1-c1sc(N)nc1C	5	-1	·	0.7	5	-7	-15	0.7	0	-16
Cc1ccc(-n2nnc(-c3ccnc4ccccc34)n2)cc1	-12	-3	40*	-1.1	5	-5	94*	1.8	-4	-12
CCOC(=O)C1(CCOC)CCN(Cc2ccc(C3CCCCO3)s2)CC1 (configuration not stated)	-2	4	-1	-4.7	-1	10	-8	0.7	·	-3
CCN(CC)CCn1c2c(c(SCC(=O)Nc3cc(C)ccc3C)nc1=O)CCC2	-4	10	-2	-1.7	1	7	0	-0.2	-3	-6
CCCNC(=O)c1ccc(N2CCC3(CC2)CC(c2cccc(Br)c2)=NO3)c(NC(=O)c2cccc(OC)c2)c1	-15	-2	8	-1.2	5	11	-16	0.5	1	1
COc1ccc(C2CC(c3ccccc3)=NN2S(=O)(=O)c2ccccc2)cc1 (configuration not stated)	-2	2	25	-1.1	12	5	-11	-0.4	-2	5
CC1(C)CC(=O)C=C(NCC(O)c2ccccc2)C1 (configuration not stated)	-5	2	0	-0.1	1	0	·	-0.6	1	1
CC(C)CC(OC(=O)c1ccco1)C(=O)NC1CCCC1 (configuration not stated)	-8	2	0	-0.5	8	-2	6	0.6	-3	-8
CCOc1ccc(-c2nc(-c3ccc(OC)cc3)no2)cc1OCC	-2	2	-8	-3.2	0	1	4	-0.1	-3	-14
Cc1ccc(C(=O)NCC(=O)Nc2ccc(F)c(F)c2F)cc1	1	-2	0	0.7	1	3	6	-1.6	2	1
O=C(Nc1ccc(Br)cc1)c1ccc(F)c(S(=O)(=O)NCc2cccs2)c1	1	1	-13	-4.1	4	-3	-23	-0.6	-3	-10
O=C(/C=C/c1ccccc1Cl)c1ccc[nH]1	0	1	27	-3.7	10	-1	-6	0.5	-4	-9
COc1ccccc1NC(=O)c1cc2n(n1)C(C(F)(F)F)CC(c1ccc3c(c1)OCO3)N2 (configuration not stated)	-7	-1	·	-0.9	9	13	2	2.5	-2	-16
CCn1c(SCC(=O)c2ccc3c(c2)OCCO3)nnc1C(C)C	-7	-4	·	·	-1	4	19	-0.2	-1	-11
C#Cc1ccc([C@@H]2C=C(C(=O)N3CCN(Cc4ccccc4)CC3)O[C@H](OCC)[C@H]2CCCO)cc1	19	-3	-2	0.1	10	-6	-5	0.4	-5	-15
O=c1[nH]c2ccccc2n1C1CCCCC1	-10	4	·	-0.4	6	0	-5	-0.2	1	0
Cc1ccc(NC(=O)CSc2nnc(NC(=O)CN3CCOCC3)s2)cc1	-5	-7	1	0.5	-6	1	-2	-1.8	6	1
O=C(Nc1ccccc1F)c1ccc2ncsc2c1	19	-1	17	0.3	-14	4	64	-2.5	0	-4
Cc1nnn(C23CC4CC(CC(C(=O)NN)(C4)C2)C3)n1	-4	-2	·	-2.5	-9	-1	1	0.4	-2	3
O=C(/C=C/c1ccc(S(=O)(=O)N2CCOCC2)cc1)N1CCN(c2ccc(F)cc2)CC1	-3	1	-3	-1.0	5	0	-21	0.4	-8	-14
CCc1nc(-n2[nH]c(=O)c3ccccc3c2=O)c2c3c(sc2n1)CCCC3	9	-1	-1	-0.9	2	-2	1	2.0	1	2
CC(OC(=O)CCc1nc2ccccc2c(=O)[nH]1)C(=O)NC1CCCC1 (configuration not stated)	0	-2	-2	-2.0	5	0	-12	1.0	0	-6
O=C(O)c1ccc2c(c1)C(=O)N(CCCCCCCN1C(=O)c3ccc(C(=O)O)cc3C1=O)C2=O	-2	2	1	-1.1	-1	-5	·	0.4	-3	0
O=C1N(Cc2cccc(Cl)c2)C[C@@H]2C[C@@H](c3cccn3-c3nccs3)N3CCC[C@@]123	5	-1	0	-3.9	-1	-4	1	0.2	-1	-10
COc1ccc(/C=N/OCC(=O)NC(c2ccccc2)c2ccccc2)cc1OC	-12	3	2	-1.6	7	1	-18	0.2	-3	-2
O=C(O)c1cc2n(n1)CCN(Cc1ccccc1Cl)C2=O	-2	-7	-9	-1.3	-1	-6	-3	0.7	·	-2
Cc1ccccc1NC1=C(C(=O)c2ccccc2)N(C)S(=O)(=O)c2ccccc21	-1	-2	·	-3.2	-2	6	-3	-0.7	-8	-8
O=C(CP(=O)(c1ccccc1)c1ccccc1)Nc1cccc(CP(=O)(c2ccccc2)c2ccccc2)c1	?	0	14	-2.6	15	5	·	3.8	-3	-9
O=C1c2cccnc2C(O)N1C1CCCCC1 (configuration not stated)	-6	1	1	-0.7	-7	-5	-7	0.2	·	-3
COCCNCC(=O)N1c2ccccc2Sc2ccccc21	6	-1	48*	-5.8	-5	6	·	1.2	-1	-3
O=C(Nc1ccccc1Cl)OCc1cncs1	1	2	-1	-5.6	2	6	22	-1.0	·	0
COc1cccc(N2C(=O)C3CCCN3C2c2ccc(N(C)C)cc2)c1 (configuration not stated)	-13	-1	-1	-0.5	6	-1	10	2.4	-2	3
CCN(c1ccccc1)S(=O)(=O)c1c[nH]c2ccc([N+](=O)[O-])cc12	-1	-3	-1	-2.1	12	-3	11	0.5	-4	-15
CCN(C[C@H]1N[C@@](Cc2ccccc2)(C(=O)OC)[C@H]2C(=O)N(C)C(=O)[C@@H]12)C(=O)COc1ccccc1	-1	-2	-2	1.3	9	0	2	0.1	1	-5
CN(C)CCC(O)(c1ccccc1)c1ccccc1Cl (configuration not stated)	8	1	3	0.2	-9	4	6	0.3	-5	-1
COc1nc(OCCNC(C)=O)nc(N(C)C)n1	-4	1	·	1.6	1	0	7	-0.2	-3	-3
O=C(Nc1cccc2cccnc12)c1ccc(Cl)cc1Cl	-1	2	0	-1.1	1	4	10	0.7	-7	3
COc1cc(C(C#N)N2CCC(c3ccccc3)=N2)ccc1O (configuration not stated)	-1	-4	-2	0.0	-10	1	10	-1.3	-5	0
Cn1c(-c2c(N)n(CCCc3ccccc3)c3nc4ccccc4nc23)nc2ccccc21	3	-7	-5	·	-12	9	-13	-0.5	4	-12
CC(C)(C)c1ccc(C(=O)NNc2ccc(F)cc2F)cc1	6	0	-3	0.3	-7	2	24	0.4	1	2
(list continues)
SMILES	Tat export inh	V-ATPase pH	Wnt act	CAL PDZ FP-1	Rtt109 Vps75	RTF Ca sens act	MITF act	CDK5 inh	CAL PDZ FP-2	dFosB act
CCn1ccnc1CN(C)Cc1c(C(=O)N2CCCCCCC2)nc2ccc(Cl)cn12	-1	-1	2	-3.0	-4	-4	2	1.7	-1	-11
Cc1ccnc(SCC(=O)NC2CCCCCC2)n1	4	2	-3	-2.1	-5	-2	7	-1.2	0	-6
COc1cccc(CN2CC(C(=O)N3CCOCC3)CCC2=O)c1 (configuration not stated)	6	-4	13	-2.1	-8	-2	25	-1.2	-3	-4
Cc1c(Nc2nc(-c3ccc(Cl)cc3)cs2)c(=O)n(-c2ccccc2)n1C	4	-4	1	0.3	13	3	-16	·	-5	-12
CC(C)(C)SCCSC1=CC(=O)CC(c2ccccc2)C1 (configuration not stated)	20	0	13	-1.0	1	1	66	0.2	-4	-7
CC(C)(C)C1CCC(C(=O)NCCc2ccc(S(N)(=O)=O)cc2)CC1 (configuration not stated)	-3	0	-2	-2.6	-9	-4	-9	0.6	2	-4
COc1cc(C(=O)OCC(=O)Nc2cc(C)on2)ccc1OCc1ccccc1Cl	14	-3	·	-2.1	-5	2	46	-0.8	-1	16
O=C(c1ccc2c(=O)n3c(nc2c1)CCC3)N1CCN(S(=O)(=O)c2ccccc2Br)CC1	3	0	0	-2.0	0	1	2	-1.5	·	-9
O=C(NCc1cccc(C(F)(F)F)c1)C1CC(c2ccc(C(F)(F)F)cc2)=NO1 (configuration not stated)	-20	1	-2	-0.5	-1	-4	1	-0.7	-3	-2
Cc1ccc(CNC(=O)CSc2nnc3n2CCCCC3)cc1	-3	1	-1	-0.9	4	-2	-4	1.3	-4	-4
COC(=O)c1ccccc1NC(=O)COC(=O)c1ccco1	-6	-3	·	-1.6	-5	-4	·	0.9	0	-14
COc1ccccc1NC(=S)NCCc1ccc(S(N)(=O)=O)cc1	2	3	-2	-0.7	-4	0	-14	-0.6	·	-4
O=C(Cc1ccc([N+](=O)[O-])cc1)Nc1cccc(C(F)(F)F)c1	-1	12*	-7	-3.7	-2	3	-14	1.5	11	5
